HT1080NT lethal: kills 2HG-producing HT-1080-NT fibrosarcoma cells | HT-1080-NT fibrosarcoma viability, CellTiter-Glo ATP luminescence, 48 h | AID 686970 | Potency, µM (highest dose often 46.1 µM), for inactives: top-dose activity, negative = less viability, hits mostly cytotoxic | actives 1.6% (n = 360,000);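 further: NT is the 2HG producing partner of a matched IDH1 knockdown line; potency means the concentration at half of the fitted maximal effect; 0% = DMSO-treated cells and -100% = media-only wells without cells; nearly all actives have a fitted effect of over 55% in size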
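Viability of the 2HG-overproducing fibrosarcoma line after 48 hours of compound exposure at 37 degrees C was determined by luminescence with CellTiter-Glo, and concentration-effect curves were then fitted and categorized.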
D3 ag: D3 dopamine receptor (human) agonism; P35462; D3R DiscoveRx beta-arrestin cells, luminescence, 90 min; max activation, %; actives 0.58% (n = 410,000); in the data active means max activation above about 30%; further: 0% is about no effect; mostly tested at two doses, the higher about 12 µM
Target sequence (P35462 whole entry, looked up): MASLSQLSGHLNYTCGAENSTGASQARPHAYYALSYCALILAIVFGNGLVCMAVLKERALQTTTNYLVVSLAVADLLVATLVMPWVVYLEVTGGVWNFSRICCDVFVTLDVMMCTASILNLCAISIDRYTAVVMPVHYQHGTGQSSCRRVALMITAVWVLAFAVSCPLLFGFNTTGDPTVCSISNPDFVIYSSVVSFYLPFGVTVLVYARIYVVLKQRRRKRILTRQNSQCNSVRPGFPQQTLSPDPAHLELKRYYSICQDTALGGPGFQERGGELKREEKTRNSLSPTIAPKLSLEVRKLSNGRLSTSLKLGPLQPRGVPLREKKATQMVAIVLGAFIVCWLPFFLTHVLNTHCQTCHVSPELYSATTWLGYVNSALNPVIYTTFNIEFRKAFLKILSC
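Agonist mode: compounds and dopamine controls were applied to plated cells for 90 min at 37 degrees C after an overnight attachment at 1500 cells/well. Luminescent read-out followed 30 - 60 minutes at room temperature with DiscoveRx detection reagent.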
SW480 rereplic: inducers of DNA re-replication in SW480 colon cancer cells. AID 624297. SW480 DNA re-replication, Hoechst DNA content imaging, 48 h. Potency, µM (titrated, usually from 46.1 µM), for the others: top-dose re-replication activation, actives largely listed as activators. actives 1.8% (n = 340,000); further: potency means the concentration at half of the fitted maximal effect; % of control where 0% means no effect; nearly all actives have a fitted effect of over 55% in size
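Per well, 250 cells were exposed to pinned compound for 48 hr. Nuclear DNA was visualised with Hoechst (40 min, 37 C) and total object intensity recorded by fluorescence scanning.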
GLP1R ag: activates the human GLP-1 receptor | HEK293 GLP-1R CRE-luciferase, luminescence, 4-6 h; cells express a hypersensitive GLP-1R form | AID 624172 | actives 0.007% (n = 380,000) | Potency, µM (top dose mostly 45.6 µM), for inactives: top-dose activation, hits mostly activators | P43220; further: potency means the concentration at half of the fitted maximal effect; % of control where 0% means no effect
Target sequence (P43220 whole entry, looked up): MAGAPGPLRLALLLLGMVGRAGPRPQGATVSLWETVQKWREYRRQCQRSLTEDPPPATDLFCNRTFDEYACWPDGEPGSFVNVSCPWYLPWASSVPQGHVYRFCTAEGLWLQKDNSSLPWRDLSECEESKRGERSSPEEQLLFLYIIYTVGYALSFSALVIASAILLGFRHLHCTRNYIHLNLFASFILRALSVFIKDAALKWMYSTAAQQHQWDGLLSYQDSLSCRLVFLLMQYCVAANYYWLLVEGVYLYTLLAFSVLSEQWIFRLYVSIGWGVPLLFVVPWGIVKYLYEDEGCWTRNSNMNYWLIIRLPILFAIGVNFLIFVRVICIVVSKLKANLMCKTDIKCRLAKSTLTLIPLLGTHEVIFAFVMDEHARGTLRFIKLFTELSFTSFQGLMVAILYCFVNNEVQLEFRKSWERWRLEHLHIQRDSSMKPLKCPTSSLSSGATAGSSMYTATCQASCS
KB-V1 MDR tox: KB-V1 MDR subline cytotoxicity; Potency, µM (titrated, usually from 46.1 µM), for the others: at the highest dose activity change, negative = cytotoxicity, usual class: cytotoxic; actives 3.4% (n = 400,000); AID 1347076; KB-V1 MDR cells viability, CellTiter-Glo, 72 h; further: potency means the concentration at half of the fitted maximal effect; on the % scale 0 is the no-effect control and ±100 the full control effect; nearly all actives have a fitted effect of over 60% in size
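Potencies derive from concentration-effect curves fitted to normalized luminescence (CellTiter-Glo) of KB-V1 cells treated for 72 h at 37 degrees C in phenol-red-free DMEM containing 10% FBS.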
KB-3-1 cytotox: KB-3-1 parental cell cytotoxicity; AID 1347075; KB-3-1 viability, CellTiter-Glo ATP luminescence, 72 h; actives 1.4% (n = 400,000); Potency, µM (highest dose often 46.1 µM), without a hit: at the highest dose activity change, negative = cytotoxic, hits mostly cytotoxic; further: potency means the concentration at half of the fitted maximal effect; on the % scale 0 is the no-effect control and ±100 the full control effect; nearly all actives have a fitted effect of over 60% in size
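Screening of KB-3-1 cells (DMEM, 10% FBS, phenol-red free) ran from lowest to highest compound concentration; after 72 h at 37 °C viability was read luminescently and curves fitted.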
IL1B secr inh: blocks inflammasome-driven IL-1 beta release; activity change, % at 57.5 µM; actives 4.7% (n = 360,000); AID 743279; THP-1 LPS/ATP IL-1B secretion, AlphaLISA, 16 h; stronger effect = lower value; in the data active means activity change below about -50%; inconclusive means mostly about -30% to -49%; further: on the % scale 0 is the no-effect control and ±100 the full control effect
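Secreted IL-1B measured by AlphaLISA bead assay after 16 h compound exposure of THP-1 cells; compounds (final up to 57.5 uM) added 1 h before LPS (250 ng/mL) and ATP (1.25 mM) stimulation; lower signal means less secretion.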
HT1080 IDH1KD tx: toxicity to HT-1080 IDH1 knockdown cells (counter line). HT-1080 IDH1 knockdown viability, ATP luminescence, 48 h. Potency, µM (titrated, usually from 46.1 µM), inactives show top-dose activity, negative = toxicity, most hits filed as cytotoxic. actives 2% (n = 360,000);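 further: potency means the concentration at half of the fitted maximal effect; 0% = DMSO wells and -100% = cell-free medium wells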
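After a 2 h attachment period, IDH1KD HT-1080 cells took pin-transferred compound for 48 h at 37 °C; ATP-based luminescence after 10 min room-temperature reagent incubation reported viability.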
DRD3 antagonist: antagonists of human D3 dopamine receptor | P35462 | max response, negative = inhibition, % | actives 2.5% (n = 360,000) | D3R cells, DiscoveRx beta-arrestin luminescence, antagonist mode; stronger effect = lower value; in the data active means max response below about -50%; inconclusive means no clear call, values can overlap the other calls; further: on the % scale 0 is the no-effect control and ±100 the full control effect; mostly tested at two doses, the higher about 12 µM
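Cells expressing the human receptor were seeded at 1500 cells/well, incubated overnight at 37 degrees C in 5% CO2, then exposed to library compounds with dopamine controls for 90 minutes at 37 degrees C before luminescent detection.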
* marks the source's active call; other numbers are inactive results; u = inconclusive; x = not tested or not shown; [ ] = another dose, or the depositor's remark. Unless noted, the call rests on the fitted dose curve; in most records, active means well fitted curve in the direction sought with a large enough effect; inconclusive means small, poorly fitted or top-dose-only effect, or another doubt; inactive means no such curve, though single readings can be large; an effect the other way counts as inactive or inconclusive. Outcome played no part in choosing rows; 12% or so of the library scored in one or more.

SMILES | D3 ag | HT1080 IDH1KD tx | IL1B secr inh | KB-3-1 cytotox | DRD3 antagonist | HT1080NT lethal | KB-V1 MDR tox | GLP1R ag | SW480 rereplic
Cc1ccc(NC(=O)CCCc2nc3ccccc3c(=O)[nH]2)c(Cl)c1 | 0.5 | 11.1% | 4.3 | 5.0% | -0.9 | 1.5% | -8.4% | 0.4% | -0.8%
CCOC(=O)c1ccc(N2C(=O)c3n[nH]c(C)c3C2c2ccccn2)cc1 (centres undefined) | -0.3 | -3.0% | -5.9 | 7.7% | 4.0 | -4.0% | -16.0% | -4.9% | -2.3%
CC(=O)Nc1cc(-c2cccc(C(=O)NCCN(C)C)c2)cn2c(-c3ccc(C(C)=O)cc3)cnc12 | 1.3 | u | 62.0 | u | 11.2 | 18.4µM* | 19.4% | 26.1% | x
Cc1ccc(CNC(=O)C2CC(c3ccccc3[N+](=O)[O-])=NO2)o1 (centres undefined) | 0.9 | 8.7% | 19.4 | u | 0.0 | 7.3% | -49.5% | 18.9% | 1.0%
Fc1ccc(-c2nnn(Cc3ccc(F)cc3Cl)n2)cc1 | -25.6 | 16.8% | 4.3 | 14.8% | -5.9 | 13.8% | 2.0% | 19.7% | -11.6%
COc1ccc(N2CCN(C(=O)Cc3ccc(OC)c(OC)c3)CC2)cc1 | 4.0 | -16.1% | -1.9 | -16.9% | 26.1 | -13.7% | -11.4% | 15.5% | 15.7%
CC(C)CC(c1nnnn1CC1CCCO1)N1CCN(C2CCCC2)CC1 (centres undefined) | -2.9 | 11.1% | 1.7 | 10.7% | 15.1 | 8.0% | -11.3% | -0.6% | -1.1%
O=C1c2ccccc2-c2onc3ccc(NCc4ccco4)c1c23 | -3.9 | u | -96.9* | -10.1% | -3.8 | -21.0% | 10.3µM* | 14.7% | u
Cc1ccc(-n2ncc3c2CC(C)(C)CC3NC(=O)CCN2CCCO2)cc1 (centres undefined) | 5.2 | -1.0% | 3.2 | -18.0% | 6.0 | -0.7% | -8.8% | -0.9% | -6.4%
Cc1ccc(C)c2nc3sc(C(=O)N4CCCc5ccccc54)c(N)c3cc12 | -19.2 | u | -5.1 | 7.4% | -53.8* | -2.0% | u | -11.5% | -0.2%
c1ccc(N2CCN(Cc3ccsc3)CC2)nc1 | 53.1* | 10.2% | 13.3 | -0.1% | u | 19.3% | u | 0.5% | -4.0%
Fc1cc(F)cc(NC(=S)NN2CCOCC2)c1 | 3.2 | 4.4% | 19.7 | 15.3% | 0.0 | 7.1% | 9.3% | -5.7% | -1.8%
COc1cc(C(=S)N2CCCCC2)ccc1OCC(=O)N1CCCC1 | -1.3 | 7.7% | 23.0 | 11.1% | -3.8 | 15.5% | -12.2% | -20.9% | -5.1%
O=C(Nc1ccccc1)C1CCCN1S(=O)(=O)c1ccc(Br)cc1 (centres undefined) | -7.1 | 0.1% | -16.3 | -22.3% | 6.1 | -0.9% | -10.2% | 3.7% | 1.8%
N#C/C(=C\c1ccccc1)C(=O)NC(=O)Oc1ccccc1 | -3.7 | 6.8% | 0.0 | 0.1% | 0.0 | 15.9% | -3.4% | -1.4% | -10.5%
Cc1ccc(-c2cc(C(=O)NCCCN3CCOCC3)c3ccccc3n2)cc1C | -5.9 | -27.2% | -10.3 | 0.6% | 2.3 | -22.1% | -11.2% | 9.2% | 0.5%
S=c1[nH]cc(-c2ccccc2)[nH]1 | 0.9 | 0.3% | -24.5 | 8.7% | -12.6 | -8.6% | -5.4% | -3.0% | -16.2%
COc1ccc(CCNC(=O)C2CCN(S(=O)(=O)c3cccs3)CC2)cc1OC | 3.9 | 4.7% | -5.6 | -6.4% | 12.1 | -3.5% | u | 13.6% | -9.7%
CCCOc1c(Br)cc(C(=O)OCC(=O)NC(=O)c2cccn2C)cc1OC | 4.3 | -28.9% | -11.4 | -13.8% | 0.0 | -20.1% | 4.4% | 0.3% | -1.3%
COc1ccc(C(CNC(=O)c2cccc(S(=O)(=O)N3CCOCC3)c2)N2CCCC2)cc1 (centres undefined) | -6.2 | -8.0% | -24.9 | 6.2% | -5.5 | -9.5% | 2.7% | -6.9% | -3.0%
COc1ccc(/C=N/NC(=O)c2ccncc2)cc1CSc1nc2ccccc2s1 | -16.2 | -20.1% | 23.9 | -16.2% | -12.2 | -17.3% | u | 4.5% | u
COc1ccc(C2=NS(=O)(=O)N(C)C(C(=O)Nc3ccc(F)cc3F)=C2)cc1 | -4.7 | 0.7% | 21.3 | 9.6% | -13.7 | 5.6% | 11.0% | -0.1% | -1.4%
COC(=O)c1ccc(N2CCN(C)CC2)c(NC(=O)c2cccnc2)c1 | 2.2 | 0.5% | -5.8 | 5.9% | 4.8 | -0.6% | -9.0% | 2.3% | -16.2%
O=C(CCNS(=O)(=O)c1ccc(Br)cc1)NNC(=O)C1COc2ccccc2O1 (centres undefined) | -2.5 | -4.1% | -7.2 | -3.0% | -4.9 | 1.7% | 17.2% | 1.0% | -6.5%
O=C(NNc1cccc(Cl)n1)Nc1cccc(C(F)(F)F)c1 | 1.1 | -22.6% | -1.8 | 4.6% | 5.5 | -4.8% | -27.1% | -0.7% | u
COC(=O)C1=C(C)NC(C)=C(C(=O)OC)C1C(=O)OCC(=O)c1ccc(F)cc1 | 4.2 | -6.5% | -10.8 | 3.4% | 13.8 | -9.1% | u | 1.3% | 0.2%
FC(F)(F)c1ccnc(Oc2ccc(C3=NCCS3)cc2)c1 | 2.2 | 18.9% | -4.1 | -6.0% | -2.3 | 2.7% | 0.6% | -3.2% | -4.3%
CCc1nc2c(OCc3ccc(F)cc3)cccn2c1N(C)C(=O)c1ccc(C)cc1 | -4.7 | -19.3% | -3.5 | 0.0% | u | -20.0% | -5.3% | 1.9% | x
COc1ccc(-c2noc(CCC(=O)NCCCN3CCC(C)CC3)n2)cc1 | -22.8 | -5.1% | 17.7 | 13.1% | 0.0 | -3.0% | 8.6% | 2.1% | -3.4%
CC1CN(C(=O)CSc2nc(-c3ccc(F)cc3)cs2)CC(C)O1 (centres undefined) | 5.9 | 2.9% | -23.3 | 0.8% | 14.0 | 6.6% | -9.7% | 2.7% | -5.2%
COc1ccc(CN2C(=O)C(CC(=O)NCc3ccco3)CC(C(=O)N(C)C)=C2C)cc1 (centres undefined) | 0.7 | 6.5% | 23.9 | 0.4% | 4.1 | 3.6% | -6.7% | 4.0% | x
Cn1c(=O)c2c(nc(Br)n2C)n(C)c1=O | 6.4 | -4.7%[9.24 µM] | -13.9 | 0.6% | 14.6 | 3.2% | -12.4% | -5.9% | -5.7%
COc1ccccc1NC(=O)c1cc(-c2ccc(OC)c(OC)c2)nc2ccccc12 | 4.4 | 11.1% | -3.6 | 5.5% | 32.6 | 18.9% | -24.2% | 5.7% | 16.2%
COc1ccc(CC(=O)Nc2cc(NC(=O)Cc3ccc(OC)c(OC)c3)cc(C(=O)O)c2)cc1OC | -7.2 | -2.6% | 5.2 | 0.1% | 8.1 | -3.0% | -9.9% | 11.5% | 3.1%
CCCCNC(=O)c1nc(C2CCN(S(=O)(=O)c3ccc(S(C)(=O)=O)cc3)CC2)oc1-c1ccccc1 | 4.1 | 2.2% | -26.3 | u | 14.9 | -1.5% | u | x | x
O=C(CSc1nc2ccccc2[nH]1)N1CCN(S(=O)(=O)c2ccc(Cl)cc2)CC1 | 6.3 | 0.9% | 0.0 | -2.2% | 43.0 | 2.1% | 3.7% | -8.3% | -2.5%
CC(C)CN1CCN(Cc2cccn2-c2cccnc2)CC1CCO (centres undefined) | 5.5 | -0.9% | 16.4 | 1.7% | -27.6 | 8.9% | 0.9% | -1.9% | -6.7%
O=C(Nc1cc(-c2nc3cc(Cl)ccc3o2)ccc1Cl)c1cccs1 | 7.7 | x | x | 2.3% | x | x | -10.2% | 7.4% | x
COc1ccccc1/C=C/C=N/N1CCN(c2ccccn2)CC1 | -0.1 | 14.1% | -5.8 | 10.1% | -4.4 | 8.5% | -14.3% | -7.0% | 0.3%
COc1ccc(-c2nn(-c3ccccc3)cc2C(=O)Nc2ccc(C(=O)O)cc2)cc1 | 1.4 | 2.0% | -26.3 | -0.1% | -12.9 | -5.1% | -4.3% | 5.3% | 13.7%

A second format for some results above.
Results follow in this order: D3 ag | HT1080 IDH1KD tx | IL1B secr inh | KB-3-1 cytotox | DRD3 antagonist | HT1080NT lethal | KB-V1 MDR tox | GLP1R ag | SW480 rereplic
CCc1nc2c(OCc3ccc(F)cc3)cccn2c1N(C)C(=O)c1ccc(C)cc1
    -4.7 | -19.3% | -3.5 | 0.0% | u | -20.0% | -5.3% | 1.9% | x
COc1ccc(-c2noc(CCC(=O)NCCCN3CCC(C)CC3)n2)cc1
    -22.8 | -5.1% | 17.7 | 13.1% | 0.0 | -3.0% | 8.6% | 2.1% | -3.4%
CC1CN(C(=O)CSc2nc(-c3ccc(F)cc3)cs2)CC(C)O1 (centres undefined)
    5.9 | 2.9% | -23.3 | 0.8% | 14.0 | 6.6% | -9.7% | 2.7% | -5.2%
COc1ccc(CN2C(=O)C(CC(=O)NCc3ccco3)CC(C(=O)N(C)C)=C2C)cc1 (centres undefined)
    0.7 | 6.5% | 23.9 | 0.4% | 4.1 | 3.6% | -6.7% | 4.0% | x
Cn1c(=O)c2c(nc(Br)n2C)n(C)c1=O
    6.4 | -4.7%[9.24 µM] | -13.9 | 0.6% | 14.6 | 3.2% | -12.4% | -5.9% | -5.7%
COc1ccccc1NC(=O)c1cc(-c2ccc(OC)c(OC)c2)nc2ccccc12
    4.4 | 11.1% | -3.6 | 5.5% | 32.6 | 18.9% | -24.2% | 5.7% | 16.2%
COc1ccc(CC(=O)Nc2cc(NC(=O)Cc3ccc(OC)c(OC)c3)cc(C(=O)O)c2)cc1OC
    -7.2 | -2.6% | 5.2 | 0.1% | 8.1 | -3.0% | -9.9% | 11.5% | 3.1%

Source: PubChem BioAssay
